Screens: PubChem BioAssay, several laboratories
ABCB6 inh 2: inhibitors of human ABC transporter ABCB6. K562-ABCB6 porphyrin accumulation, flow cytometry, 1 h; stronger effect = lower value. fluorescence ratio to DMSO, % at 10 µM. AID 602162. Q9NP58. actives 0.19% (n = 360,000);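 active = fluorescence ratio to DMSO below 75%, the collection mean minus 3 SD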;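 note: signal is porphyrin accumulated inside mitochondria; 100% equals median channel fluorescence of DMSO control wells; lower ratio means ABCB6 inhibition with less porphyrin fluorescence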
Cardio protect: modulators protecting cardiomyocytes from myocardial damage | H9c2 cardiomyocytes, H2O2 injury protection, ATPLite, 2 h | protection from H2O2 cell death, % at 20 µM | actives 0.63% (n = 360,000) | AID 588492;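 active = compounds giving at least 50% protection of heart cells from peroxide-induced death in the single-dose screen, raw or plate-pattern-corrected value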;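 note: 0% = DMSO wells with peroxide and 100% = DMSO wells without peroxide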
HTR2A ag: activates the mouse 5-HT2A serotonin receptor; activation, % at 7.6 µM; P35363; CHO-K1 mHTR2A beta-arrestin complementation, luminescence; percent of 30 µM serotonin response; actives 0.66% (n = 360,000); AID 624169;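 active = activation above a run cutoff, the mean activation of all tested compounds plus 3 SD, cut at about 14% in these data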;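 note: 0% = plate median of compound wells and 100% = 30 µM serotonin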
TLR9-MyD88 inh: inhibitors of human TLR9-MyD88 binding | CHO BLA complementation TLR9-MyD88, CCF4 FRET ratio | AID 504734 | inhibition, % at 4.98 µM | actives 0.21% (n = 340,000) | Q9NR96+Q99836;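 active = inhibition above the mean over all tested compounds plus 3 SD, cut at about 21% in these data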;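 note: 0% = DMSO only wells and 100% = clavulanate BLA inhibitor control wells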
NOD2-RIPK2 inh: NOD2-RIPK2 protein interaction inhibition. O43353. CHO BLA complementation NOD2-RIPK2, CCF4 ratio. inhibition, % at 4.98 µM. actives 0.38% (n = 360,000). AID 624267; in the data active = inhibition above about 21%;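 note: 0% = vehicle only and 100% = reference blocker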
SRC2 inh: human SRC2 (NCOA2) inhibition; HEK293 GAL4-SRC2 luciferase reporter, luminescence; Q15596; inhibition, % at 9 µM; actives 0.17% (n = 370,000);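 active = inhibition above the mean inhibition of all tested compounds plus 3 SD, set per campaign, cut at about 52% in these data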;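 note: 0% = DMSO treated cells and 100% = cells given Gossypol at 36 µM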
Target sequence (Q15596 whole entry, looked up, the tested form may be a part): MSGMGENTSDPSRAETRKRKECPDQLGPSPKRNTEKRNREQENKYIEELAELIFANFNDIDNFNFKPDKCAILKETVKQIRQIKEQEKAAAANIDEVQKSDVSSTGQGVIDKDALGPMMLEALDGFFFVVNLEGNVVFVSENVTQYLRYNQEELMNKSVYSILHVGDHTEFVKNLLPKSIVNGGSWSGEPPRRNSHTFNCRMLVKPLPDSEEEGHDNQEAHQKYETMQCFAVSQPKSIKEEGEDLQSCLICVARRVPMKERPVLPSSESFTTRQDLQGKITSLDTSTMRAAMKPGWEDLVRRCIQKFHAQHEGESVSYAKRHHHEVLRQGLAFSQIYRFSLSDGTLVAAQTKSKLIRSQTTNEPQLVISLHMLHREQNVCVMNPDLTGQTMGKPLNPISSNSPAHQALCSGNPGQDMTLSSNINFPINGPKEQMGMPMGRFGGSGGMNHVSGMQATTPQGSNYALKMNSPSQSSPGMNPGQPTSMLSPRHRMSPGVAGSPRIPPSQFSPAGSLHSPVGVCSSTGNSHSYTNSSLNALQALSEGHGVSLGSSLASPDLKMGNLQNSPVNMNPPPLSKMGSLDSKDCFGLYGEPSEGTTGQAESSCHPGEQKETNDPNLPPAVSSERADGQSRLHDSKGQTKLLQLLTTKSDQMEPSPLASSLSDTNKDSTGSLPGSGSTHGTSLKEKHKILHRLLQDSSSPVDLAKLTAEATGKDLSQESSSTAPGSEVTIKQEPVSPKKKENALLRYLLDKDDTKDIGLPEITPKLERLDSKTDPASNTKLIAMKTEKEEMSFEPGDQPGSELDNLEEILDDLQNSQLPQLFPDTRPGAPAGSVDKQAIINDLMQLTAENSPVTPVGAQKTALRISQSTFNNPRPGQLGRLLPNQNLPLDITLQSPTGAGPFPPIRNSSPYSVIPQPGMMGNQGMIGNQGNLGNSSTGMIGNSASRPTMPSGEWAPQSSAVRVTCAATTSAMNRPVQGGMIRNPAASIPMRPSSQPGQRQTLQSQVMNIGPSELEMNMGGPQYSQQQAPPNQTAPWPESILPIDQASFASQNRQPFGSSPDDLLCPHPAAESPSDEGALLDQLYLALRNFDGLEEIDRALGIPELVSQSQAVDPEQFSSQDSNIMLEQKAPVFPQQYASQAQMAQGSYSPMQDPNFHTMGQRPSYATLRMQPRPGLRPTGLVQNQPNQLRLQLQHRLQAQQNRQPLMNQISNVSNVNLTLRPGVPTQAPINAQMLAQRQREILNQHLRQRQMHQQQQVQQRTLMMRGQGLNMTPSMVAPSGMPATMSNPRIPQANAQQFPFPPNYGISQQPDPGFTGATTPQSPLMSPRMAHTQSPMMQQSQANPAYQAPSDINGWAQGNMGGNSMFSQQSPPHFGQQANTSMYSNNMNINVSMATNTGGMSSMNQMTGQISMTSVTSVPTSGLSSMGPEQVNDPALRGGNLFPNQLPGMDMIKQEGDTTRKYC
ABHD5 PLIN5 PPI: ABHD5-PLIN5 protein interaction inhibition. Q00G26+Q8WTS1. Split G. princeps luciferase complementation, luminescence, 4 h. inhibition, % at 4 µM. actives 0.78% (n = 360,000);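 active = inhibition above the mean inhibition across every tested compound plus 3 SD, cut at about 22% in these data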;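 note: 0% = DMSO only wells and the 100% control is not disclosed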
Glyco luc inh: blocks N-linked glycosylation in D54 reporter cells. D54 ERlucT glycosylation luciferase reporter, 24 h; percent of 100 nM tunicamycin response. reporter increase, % at 12.5 µM. actives 0.23% (n = 360,000). AID 588692;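 active = mean luciferase reporter signal, scaled so untreated is 0 and the glycosylation-blocking control 100, at or above a set limit in every replicate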;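 note: luciferase carries N-glycosylation sites so blocking glycosylation raises the light; 0% = median of neutral control wells and 100% = median of 100 nM tunicamycin wells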
MC4R antag cAMP: blocks human MC4R cAMP signaling; MC4R-expressing cells, MTII-stimulated cAMP, LANCE TR-FRET; inhibition, % at 6.5 µM; actives 0.48% (n = 360,000); AID 540295;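 active = inhibition above its plate's cutoff, the mean of tested wells on that plate plus 3 SD, cut at about 29% in these data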;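 note: 0% = Melanotan II alone and 100% = Melanotan II plus saturating MCL0020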
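System: U2OS cells stably expressing human melanocortin 4 receptor (MC4R). Reagent: Melanotan II challenge after compound preincubation. Doses: 6.5 µM. Times: 30-min compound, 1-h challenge, 1-h detection, room temperature. Measured by: TR-FRET with Eu-cAMP and labeled anti-cAMP, 671 nm. Replicates: singlicate.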
MC4R barr agon: human MC4R agonism via beta-arrestin | U2OS MC4R beta-arrestin complementation, luminescence; percent of melanotan II response, DMSO zero | activation, % at 8.9 µM | actives 0.98% (n = 360,000);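 active = activation above a per-plate cutoff, the mean activation of sample wells on that plate plus 3 SD, cut at about 8% in these data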
* = called active by the depositor; nt = no result given. Some of the compounds tested; rates above refer to the full screens.

Value order – ABCB6 inh 2 | Cardio protect | HTR2A ag | TLR9-MyD88 inh | NOD2-RIPK2 inh | SRC2 inh | ABHD5 PLIN5 PPI | Glyco luc inh | MC4R antag cAMP | MC4R barr agon
1: Cc1ccc(/C=N\NC(=O)c2ccc3c(c2)OCO3)o1
→ 100.0 | -4.1 | 0.6 | 2.7 | -10.8 | -42.0 | 0.9 | 1.4 | -7.5 | 0.1
2: COc1ccccc1C(=O)Nc1cccc(NC(=O)c2ccccc2OC)n1
→ 95.0 | 10.6 | -0.7 | -12.8 | -3.5 | 6.6 | 0.5 | 1.6 | 4.4 | 0.6
3: O=C(OCCN1C(=O)c2cccc3c(N4CCOCC4)ccc(c23)C1=O)c1ccc(Cl)cc1
→ 155.0 | -4.0 | -1.3 | 2.3 | 8.4 | 13.9 | -2.9 | 14.2 | -18.4 | -2.1
4: CN(C)N(C(=O)c1cc(-c2cccs2)nn1-c1ccccc1)C1CCS(=O)(=O)C1 (stereo not given)
→ 96.0 | 2.7 | -5.3 | -1.1 | -4.6 | -14.7 | 2.7 | -5.5 | -2.6 | -3.1
5: COc1ccc(NC(=O)CN(C)CC(=O)Nc2sc3c(c2C#N)CCC3)cc1
→ 103.0 | -2.6 | -1.9 | 8.1 | -0.7 | -20.2 | -0.5 | 2.2 | 5.4 | 0.6
6: O=S1(=O)CCN(Cc2ccccc2)CC1
→ 96.0 | 4.9 | 2.8 | 10.4 | 0.1 | 5.0 | -2.2 | 0.9 | 2.5 | -2.0
7: O=C(N/N=C/C1CC=CCC1)c1ccc(Cl)cc1O (stereo not given)
→ 106.0 | 5.8 | 1.6 | -4.2 | -4.1 | -54.9 | 0.7 | 2.0 | 21.2 | -0.1
8: COc1ccc(C(=O)Cc2nnc(C)s2)cc1
→ 103.0 | 9.5 | -3.0 | 1.6 | -0.9 | 0.0 | 19.6 | -2.1 | 3.5 | -0.6
9: COc1cc(C(=O)NCCC(=O)NCCc2ccc(Cl)cc2)cc(OC)c1OC
→ 103.0 | 1.8 | 0.1 | -4.7 | -4.4 | -2.2 | 0.9 | 1.7 | 5.6 | -2.0
10: O=C(COC(=O)C1CCC(=O)N1)Nc1ccc(Br)cc1 (stereo not given)
→ 86.0 | 1.0 | 0.9 | -54.2 | -18.1 | -21.1 | -4.3 | -3.7 | 0.0 | -0.4
11: N#CCC(=O)N/N=C/c1ccc(OS(=O)(=O)c2ccccc2)cc1
→ 93.0 | 2.3 | -1.2 | 7.0 | -13.8 | -7.9 | 1.8 | 0.3 | -4.0 | -1.2
12: COc1cccc(CNC(=O)CSc2nnc3c(n2)[nH]c2ccc(C)cc23)c1
→ 104.0 | -0.4 | 5.3 | -9.2 | 9.7 | -18.3 | -3.9 | 0.4 | 12.9 | 0.0
13: O=C(COC(=O)C12CC3CC(CC(Br)(C3)C1)C2)Nc1ccc2[nH]c(=O)[nH]c2c1
→ 89.0 | 0.4 | -3.0 | -3.0 | -2.3 | -6.4 | -1.1 | -2.2 | 7.1 | 1.7
14: Cc1nn(CC(=O)NC(C)c2ccccc2)c(=O)c2ccccc12 (stereo not given)
→ 95.0 | -0.7 | 6.4 | -6.1 | 4.7 | -11.6 | 4.6 | -0.4 | 4.5 | -2.4
15: O=C(CC1C(=O)NCCN1Cc1cccc(F)c1)NCCCN1CCCC1=O (stereo not given)
→ 95.0 | 6.0 | -3.4 | 5.3 | -1.4 | -24.8 | 5.3 | 6.2 | 2.2 | -2.8
16: COc1ccc(OCC(O)CNC(=O)c2ccc(OC)cc2)cc1 (stereo not given)
→ 101.0 | 4.8 | 2.3 | 8.9 | -0.5 | 6.2 | -1.7 | 2.6 | -1.8 | -1.2
17: O=C(C=Cc1ccccc1Cl)c1ccccc1
→ 105.0 | -2.1 | -0.4 | -2.1 | -2.3 | -76.7 | 36.7* | 10.3 | 18.4 | -1.0
18: COCCNC(=S)Nc1cc2oc3ccccc3c2cc1OC
→ 96.0 | 13.1 | 8.6 | -9.0 | -6.3 | -12.6 | 6.9 | nt | 2.2 | -3.6
19: O=C(Nc1ccc(Br)cc1)C1CCC(=O)N1Cc1ccccc1Cl (stereo not given)
→ 95.0 | -12.4 | 0.3 | -2.1 | -9.3 | -0.3 | 0.1 | -1.0 | 1.4 | -0.3
20: CC1CCN(C(=O)Cn2cc([N+](=O)[O-])ccc2=O)c2ccccc2S1 (stereo not given)
→ 101.0 | -1.9 | 4.3 | -4.4 | -9.8 | 11.4 | -0.5 | 0.5 | 1.6 | 0.1
21: CCCCCn1c(CN2CCN(c3cccc(Cl)c3)CC2)nc2c1c(=O)[nH]c(=O)n2C
→ 100.0 | -15.1 | -1.5 | -2.5 | 1.1 | -18.1 | 1.2 | 4.1 | 8.2 | 0.5
22: O=C(c1ccc(S(=O)(=O)N2CCCCC2)cc1)N1CCc2ccccc2C1
→ 102.0 | -5.2 | -0.8 | -3.0 | -8.3 | -8.7 | 5.8 | -1.2 | 1.6 | 1.1
23: COc1ccc(-c2cc(NC(=O)c3cncn3-c3ccccc3)ccc2OC)cc1
→ 102.0 | -1.6 | 4.9 | 4.7 | -3.5 | -23.6 | 2.4 | -8.2 | -0.1 | 0.0
24: COc1ccc(/C=C/C(=O)Nc2ccc(C(C)=O)cc2)cc1S(=O)(=O)N1CCOCC1
→ 98.0 | 14.2 | 2.4 | -16.3 | -6.5 | 4.9 | 4.4 | 1.9 | 8.6 | -1.6
25: O=c1cc(O)n(-c2ccccc2)c(=S)[nH]1
→ 106.0 | 8.7 | 6.5 | 1.0 | -17.7 | 2.4 | -13.1 | 0.4 | -2.6 | -2.6
26: N#C/C(=C\c1ccco1)Sc1nc2ccccc2s1
→ 99.0 | 1.3 | -0.4 | 2.9 | 4.3 | -16.9 | 9.2 | 4.0 | -2.4 | -0.8
27: CCCOc1ccccc1N/C(=N/c1nc(C)cc(C)n1)NC(=O)COc1ccc(OC)cc1
→ 93.0 | -21.0 | -9.2 | -7.2 | 4.6 | -5.5 | -17.4 | 1.5 | 1.2 | -1.9
28: CC(C)(C)OC(=O)NCc1ccc(NC(=O)c2nc[nH]c2C(=O)Nc2cc(Br)ccc2F)cc1
→ 96.0 | 4.2 | 1.2 | nt | 7.7 | -9.6 | 0.2 | 1.4 | nt | nt
29: NC(=O)CC(NC(=O)c1ccccc1)c1ccc(N2CCCCCCC2)c([N+](=O)[O-])c1 (stereo not given)
→ 97.0 | -11.0 | -4.2 | 2.3 | -3.3 | -2.3 | 4.5 | 1.0 | -3.6 | -0.7
30: Cc1cc(C)n(-c2nnc(NCc3ccc(Cl)cc3)nn2)n1
→ 99.0 | -7.2 | -2.7 | 13.7 | -1.2 | 8.7 | -3.8 | 1.9 | -1.9 | -3.3
31: COc1cccc(C(=O)Nc2cccc(-c3nc4ncccc4o3)c2C)c1
→ 105.0 | 9.9 | -1.0 | -3.5 | -7.8 | -2.0 | -2.2 | 1.7 | 13.8 | -1.0
32: C=C1CCN([C@@H](C)C(=O)NCc2cc(OC)c(OC)c(OC)c2)S(=O)(=O)c2ccccc21
→ 106.0 | 1.8 | 4.2 | 5.2 | -17.4 | 4.8 | -1.8 | 3.4 | 9.3 | -0.1
33: Cc1ccc(C)c(S(=O)(=O)N/N=C/c2cccnc2)c1
→ 105.0 | 1.5 | 1.8 | -0.7 | -9.2 | -21.5 | -4.6 | -0.8 | -3.2 | 0.2
34: O=C(NNC(=O)c1cc(-c2ccccc2)n(-c2ccccc2)n1)c1cccc([N+](=O)[O-])c1
→ 97.0 | 9.0 | 6.3 | 13.6 | -1.4 | -6.4 | 0.8 | 2.2 | 8.8 | -2.1
35: COCCOC(=O)CC1=NC(=O)CS1
→ 101.0 | 7.8 | -0.1 | 4.0 | 2.5 | -11.6 | -7.2 | 0.9 | 15.6 | 2.3
36: CCOC(=O)N1CCC(n2c(SCC(=O)NCc3ccccc3)nc3ccccc3c2=O)CC1
→ 101.0 | 9.6 | 0.5 | -7.6 | 4.7 | 5.1 | -0.4 | -1.7 | -0.7 | -0.5
37: CCC1=C(NCc2ccccc2)COC1=O
→ 96.0 | -1.1 | 3.5 | 6.7 | -4.0 | -18.7 | -1.0 | 1.4 | 4.7 | -1.0
38: CC1(C)C(=O)C2(CCCCC2)C(=O)OC1C(=O)c1ccccc1 (stereo not given)
→ 97.0 | -5.7 | 1.4 | 0.1 | -2.0 | -3.6 | -0.6 | 0.8 | 5.7 | -0.8
39: COc1ccc(/C=C(\NC(=O)c2ccco2)C(=O)N2CCOCC2)cc1
→ 93.0 | 3.4 | -4.8 | -4.5 | -3.5 | -1.0 | 2.3 | 0.1 | -1.5 | 0.4
40: CCOC(=O)c1[nH]c2ccc(OC)cc2c1N=CN(C)C
→ 92.0 | 14.4 | 2.8 | 8.6 | 3.2 | 5.5 | -2.3 | 0.7 | 0.5 | 0.2
41: COC(=O)c1c(NC(=O)C(C)C)sc(C(=O)N2CCOCC2)c1C
→ 105.0 | 3.4 | -4.0 | 0.0 | 3.6 | -16.0 | -3.5 | 2.0 | 0.3 | -0.1
42: CN(C)CCC=C1c2ccccc2CCc2ccccc21
→ 99.0 | 8.4 | -5.8 | -1.3 | 4.0 | 9.0 | 9.6 | 6.2 | 1.1 | -1.7
43: COCC(=O)NC1CCN(S(=O)(=O)c2ccc(C(=O)O)cc2)CC1
→ 98.0 | 0.1 | 4.7 | -0.6 | -1.2 | 2.0 | 2.0 | -1.8 | 17.2 | -1.5
44: O=C(c1ccccc1)c1nccc2ccccc12
→ 98.0 | 6.5 | 5.6 | 8.4 | 3.1 | -13.1 | -0.8 | 0.1 | 10.8 | -0.4
45: CCOC(=O)[C@]12CCCC=C1N(Cc1ccco1)C(=O)[C@H](CC(=O)NCCC(C)C)C2
→ 100.0 | nt | 0.6 | nt | -7.7 | 2.1 | -3.2 | nt | nt | nt
46: COc1ccccc1CC(=O)c1ccccc1OC
→ 101.0 | 4.7 | -2.6 | 13.2 | -8.7 | -4.8 | -13.4 | 1.6 | 1.9 | -0.5
47: CCCCN1C(=O)CC2CCOC21C (stereo not given)
→ 100.0 | -5.4 | 21.4* | 3.6 | -4.5 | -5.0 | -5.6 | 0.8 | 6.2 | -0.6
48: O=C(CSc1ccc2ccccc2c1)NC1CCCc2ccccc21 (stereo not given)
→ 95.0 | 2.0 | -2.8 | -13.8 | -6.7 | -3.5 | -3.0 | 0.2 | 3.2 | 1.2
49: CN1CCN(c2nc(C(N)=O)cc(-c3ccccc3)n2)CC1
→ 93.0 | -3.8 | 13.1 | 2.5 | -6.6 | 1.5 | 4.6 | 4.9 | 1.7 | 0.9
50: COc1cc([N+](=O)[O-])ccc1NC(=O)COC(=O)CCOc1ccc(C)cc1
→ 95.0 | -11.4 | 4.4 | -3.5 | -4.4 | 4.1 | 13.2 | 10.3 | 7.7 | -2.6
